Screens as filed in PubChem.
WRN helicase inh: qHTS for Inhibitors of WRN Helicase; Bifunctional 3'-5' exonuclease/ATP-dependent helicase WRN (Homo sapiens), Q14191; WRN helicase unwinding, fluorescent forked duplex, kinetic; AID 651768, 2012; Potency, µM (highest dose often 114 µM), inactives show at the highest dose activity change, negative = inhibition, usual class: inhibitors; actives 0.46% (n = 360,000); further: potency means the concentration at half of the fitted maximal effect; on the % scale 0 is the no-effect control and ±100 the full control effect; nearly all actives have a fitted effect of over 55% in size
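Fluorescence dequenching readout, ex 525 nm/em 598 nm, kinetic mode: forked duplex DNA (100 nM final) with adjacent fluorophore and quencher unwound by WRN (20 nM final) with 2 mM ATP. Compound preincubation 15 min, room temperature.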
EPAC2 antag: qHTS for Antagonist of cAMP-regulated guanine nucleotide exchange factor 2 (EPAC2): primary screen; EPAC2 GEF exchange of Rap1B-BODIPY-GDP, fluorescence; AID 720708, 2013; actives 0.18% (n = 360,000); Potency, µM (titrated, usually from 114 µM), inactives show at the highest dose activity, negative = inhibition, actives largely listed as inhibitors; further: potency means the concentration at half of the fitted maximal effect; on the % scale 0 is the no-effect control and ±100 the full control effect; nearly all actives have a fitted effect of over 45% in size; many of its hits are not listed in these tables
PI5P4Ka inh: qHTS for Inhibitors of phosphatidylinositol 5-phosphate 4-kinase (PI5P4K); Phosphatidylinositol 5-phosphate 4-kinase type-2 alpha (Homo sapiens), P48426; PI5P4Kalpha enzyme, ADP-Glo luminescence, 60 min; active compounds read low; max response, %; actives 1.2% (n = 330,000); AID 652105, 2013; active means max response of -50% or lower; inconclusive means between -30% and -50%; inactive means -30% or higher; further: value at the top dose of about 77 µM; on the % scale 0 is the no-effect control and ±100 the full control effect
Target sequence (P48426 whole entry, looked up): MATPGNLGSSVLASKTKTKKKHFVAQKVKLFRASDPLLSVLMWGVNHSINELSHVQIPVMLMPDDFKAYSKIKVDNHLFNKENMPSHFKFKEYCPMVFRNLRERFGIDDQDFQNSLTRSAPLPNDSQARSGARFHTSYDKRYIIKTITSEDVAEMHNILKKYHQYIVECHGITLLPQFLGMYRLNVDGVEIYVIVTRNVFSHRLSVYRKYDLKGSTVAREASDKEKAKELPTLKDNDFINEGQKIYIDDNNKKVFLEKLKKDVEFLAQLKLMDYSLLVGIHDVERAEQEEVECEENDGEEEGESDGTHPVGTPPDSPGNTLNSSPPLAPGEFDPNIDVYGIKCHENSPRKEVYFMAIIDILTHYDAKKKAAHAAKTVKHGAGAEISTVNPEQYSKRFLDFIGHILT
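Luminescence from ADP-Glo served as readout of PI5P4Kalpha activity in a qHTS format. Reaction: enzyme, substrate, compound, ATP at 5 microM final, 60 min at RT.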
Mm-Cpn inhibitor: Inhibitors of TCP-1 ring complex (TRiC) of Methanococcus maripaludis (MmCpn): qHTS; Chaperonin Mm-Cpn (Methanococcus maripaludis); purified Mm-Cpn ATPase, ADP Transcreener TR-FRET; Potency, µM (titrated, usually from 76.9 µM), for the others: at the top dose activity, negative = inhibition, actives largely listed as inhibitors; actives 0.031% (n = 330,000); further: potency means the concentration at half of the fitted maximal effect; on the % scale 0 is the no-effect control and ±100 the full control effect; nearly all actives have a fitted effect of over 80% in size
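25 nM Mm-CPN + cpd, 10 min 37°C; + 10 uM ATP, 30 min 37°C; buffer 30 mM Tris pH 7.4, 100 mM KCl, 5 mM MgCl2, 1 mM DTT; Transcreener ADP HTRF detection 30 min RT.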
CCT chaperon mod: High-Throughput Screening for Modulators of Cytosolic Chaperonin Activity. purified chaperonin ATPase assay, HTRF ADP detection, 30 min. activity change, % (no concentration beside the values), hits read low. actives 0.3% (n = 360,000); in the data active means activity change below about -30%; further: on the % scale 0 is the no-effect control and ±100 the full control effect
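TRiC at 40 or 20 nM final (batch-dependent) in 30 mM Tris pH 7.4, 100 mM KCl, 5 mM MgCl2, 1 mM DTT, with compound at single 76 uM and 10 uM ATP, 30 min at 37 deg C. ADP detected by HTRF Transcreener, 665/615 ratio.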
EPAC1 ag: qHTS for Agonist of cAMP-regulated guanine nucleotide exchange factor 3 (EPAC1): primary screen; actives 0.073% (n = 360,000); Potency, µM (top dose mostly 154 µM), for the others: at the top dose activation, hits mostly activators; Rap guanine nucleotide exchange factor 3 (Homo sapiens), O95398; AID 720707, 2013; EPAC1 agonist qHTS, biochemical assay; response scale: 100% = response to 6.5 mM cAMP; further: potency means the concentration at half of the fitted maximal effect; nearly all actives have a fitted effect of over 60% in size
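Normalized to 6.5 mM cAMP, activity reflects EPAC1-catalysed release of BODIPY-GDP from Rap1B, followed kinetically over 30 min at 480 nm excitation, 540 nm emission. Reaction contained 100 nM EPAC1, 250 nM Rap1B-BODIPY-GDP, 50 uM GDP.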
PLK1 PBD block: qHTS for Inhibitors of PLK1-PDB (polo-like kinase 1 - polo-box domain): Primary Screen; Serine/threonine-protein kinase PLK1 (Homo sapiens), P53350; Plk1 PBD binding of FITC phosphopeptide, fluorescence polarization; Potency, µM, without a hit: max response, negative = inhibition, usual class: inhibitors; actives 2.8% (n = 360,000); AID 720504, 2013; further: potency means the concentration at half of the fitted maximal effect; series mostly up to about 57 µM; on the % scale 0 is the no-effect control and ±100 the full control effect; nearly all actives have a fitted effect of over 65% in size
Target sequence (P53350 whole entry, looked up, the tested form may be a part): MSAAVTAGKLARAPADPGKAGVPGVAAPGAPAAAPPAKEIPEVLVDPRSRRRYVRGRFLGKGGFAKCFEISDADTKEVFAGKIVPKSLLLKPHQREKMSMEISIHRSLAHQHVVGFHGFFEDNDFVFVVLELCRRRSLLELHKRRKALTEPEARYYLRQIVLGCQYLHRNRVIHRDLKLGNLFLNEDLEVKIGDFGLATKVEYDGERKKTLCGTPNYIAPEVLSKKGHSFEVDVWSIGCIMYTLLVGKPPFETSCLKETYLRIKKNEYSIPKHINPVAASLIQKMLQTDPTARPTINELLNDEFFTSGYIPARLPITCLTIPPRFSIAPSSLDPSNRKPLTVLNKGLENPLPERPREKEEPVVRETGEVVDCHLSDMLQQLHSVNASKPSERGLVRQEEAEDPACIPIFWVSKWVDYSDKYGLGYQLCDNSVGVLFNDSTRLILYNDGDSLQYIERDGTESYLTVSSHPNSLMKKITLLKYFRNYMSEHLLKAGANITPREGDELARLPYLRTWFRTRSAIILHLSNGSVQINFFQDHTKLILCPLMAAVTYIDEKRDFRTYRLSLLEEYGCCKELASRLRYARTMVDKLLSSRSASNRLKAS
EPAC1 antag: qHTS for Antagonist of cAMP-regulated guanine nucleotide exchange factor 3 (EPAC1): primary screen. Rap guanine nucleotide exchange factor 3 (Homo sapiens), O95398. Potency, µM (doses to about 115 µM), for inactives: top-dose activity change, negative = inhibition, usual class: inhibitors. actives 0.14% (n = 360,000). AID 720709, 2013. EPAC1 GEF assay, Rap1b-BODIPY-GDP exchange fluorescence;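 further: potency means the concentration at half of the fitted maximal effect; plate controls were vehicle for no effect and positive control for full effect; nearly all actives have a fitted effect of over 50% in size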
* marks the source's active call; other numbers are inactive results; ? = inconclusive; · = not tested or not shown; [ ] = remark or other dose. Unless noted, the call rests on the fitted dose curve; in most records, active means well fitted curve in the direction sought with a large enough effect; inconclusive means small, poorly fitted or top-dose-only effect, or another doubt; inactive means no such curve, though single readings can be large; an effect the other way counts as inactive or inconclusive. This is a subset (hit frequency here may not be typical).

The line under a structure holds: WRN helicase inh | EPAC2 antag | PI5P4Ka inh | Mm-Cpn inhibitor | CCT chaperon mod | EPAC1 ag | PLK1 PBD block | EPAC1 antag
- CCOc1ccccc1NC(=O)C1CCCN1C(=O)OCc1ccccc1 (stereo not drawn)
  -8% | -4% | 1 | 3% | 1.5 | 2% | -3% | -3%
- O=C(COc1ccc(S(=O)(=O)Nc2cccc(C(F)(F)F)c2)cc1)N1CCOCC1
  -2% | 9% | -5 | -4% | 0.5 | -7% | -4% | -5%
- Cc1nc2ccccc2c(=O)n1-c1ccc(F)c(NS(=O)(=O)c2ccccc2F)c1
  -3% | 16% | -6 | 1% | 0.3 | -6% | -1% | 0%
- Cc1nc(SCC(=O)NC2CCS(=O)(=O)C2)c2c3c(sc2n1)CCC3 (stereo not drawn)
  -30% | 1% | -23 | 0% | -1.1 | 14% | -5% | -1%
- O=S(=O)(NC1CC1)c1ccc(S(=O)(=O)N2CCc3ccccc32)cc1
  -14% | -1% | · | 0% | 3.3 | 8% | 6% | -2%
- Cc1cccc2nc(CSc3nc4ccccc4o3)cn12
  0% | 17% | 1 | 0% | 1.7 | 3% | -18% | -4%
- COC(=O)c1sccc1NC(=O)Nc1cccc([N+](=O)[O-])c1
  -4% | 3% | 15 | 1% | -2.8 | 3% | 0% | 7%
- CCOC(=O)C1CCCN(S(=O)(=O)c2c(C)[nH]c(C)c2C(=O)N2CCCC2)C1 (stereo not drawn)
  -1% | 5% | 0 | 0% | 1.2 | 12% | 1% | 13%
- O=C(CSc1nnc(SCc2cccc3ccccc23)s1)Nc1ccc(C(=O)O)cc1
  ? | ? | -93* | 1% | -1.4 | 7% | 24µM* | -11%
- CCCS(=O)(=O)NC(=O)C1(C)CCCN(C(=O)c2ccc(C#N)cc2)C1 (stereo not drawn)
  4% | 7% | -6 | · | 2.2 | 6% | -1% | 19%
- C/C(=N\NC(=O)CSc1nc2ccccc2c(=O)n1-c1ccccc1C)c1cccs1
  2% | -5% | 1 | 1% | -1.9 | 17% | -6% | 10%
- CCOc1ccc2nc(NC(=O)/C=C/c3ccc4c(c3)OCO4)sc2c1
  ? | -1% | 0 | -1% | -1.3 | 5% | -11% | -8%
- Oc1c(CN2CCOCC2)ccc(CN2CCOCC2)c1O
  3%[11.6 µM] | 13% | -16 | · | -3.2 | -2% | -3% | 1%
- CC(=O)Nc1ccc(Nc2nc(C(F)(F)F)nc3c2nnn3Cc2ccccc2Cl)cc1
  14% | -2% | -1 | 0% | -2.6 | -10% | -16% | -5%
- CC(=O)C[C@@H](O)CC(=O)[C@@H]1OC(=O)[C@@H](C)C/C=C\Cc2ccccc21
  -1% | 7% | -1 | 1% | -1.4 | 6% | -6% | -7%
- O=C(COC(=O)c1cccnc1Cl)Nc1ccc(S(=O)(=O)N2CCOCC2)cc1
  -1% | 2% | 1 | 2% | -5.3 | -3% | -5% | -10%
- O=C(COc1ccc(S(=O)(=O)N2CCOCC2)cc1)NCCc1ccc(Cl)cc1
  3% | 2% | 4 | · | 0.6 | -5% | 8% | 7%
- O=C(CSc1ccc(-c2ccncc2)nn1)N1CCCC1
  1% | -1% | 0 | -16% | 1.0 | -7% | -1% | -19%
- COc1ccc2c(c1)C(=O)N(c1ccccc1)C(=O)C2
  -1% | 7% | 0 | 1% | 0.8 | 0% | -9% | 8%
- CCOc1ccccc1/C=N/NC(=O)CNC(=O)COc1ccccc1
  1% | 2% | -10 | -1% | -4.2 | 3% | -14% | -2%
- CCOc1ccc(OCc2ccc(C(=O)N3N=C(C(F)F)CC3(O)C(F)F)o2)cc1 (stereo not drawn)
  -10% | -25% | · | 0% | -2.4 | 13% | -11% | -16%
- CCS(=O)(=O)Nc1ccc2c(c1)OCO2
  -2%[57.1 µM] | -3% | 5 | 2% | 1.0 | 4% | ? | -22%
- Nc1cccc(C(=O)Nc2ccco2)c1
  0% | -4% | -2 | -1% | -2.9 | 14% | -8% | -11%
- CNC(=S)NNC(=O)c1cccs1
  -6% | 9% | -1 | -10% | -3.2 | 2% | 4% | -6%
- N=c1scc(-c2ccccc2)n1/N=C/c1ccco1
  -7% | 5% | -17 | -5% | 1.3 | 3% | ? | 2%
- CC(C)NS(=O)(=O)c1ccc(OCC(=O)Nc2ccc3c(c2)OCO3)c(Cl)c1
  -8%[57.1 µM] | -2% | 2 | 1% | -2.0 | -7% | -2% | -2%
- NS(=O)(=O)c1ccc(Nc2nc(-c3cccnc3)cs2)cc1
  ? | -2% | -13 | 1% | 0.3 | 1% | -10% | -2%
- CCCCn1c(N)c(N(CCOC)C(=O)COC(=O)c2cc(CC)c(C)s2)c(=O)[nH]c1=O
  2% | -10% | 6 | 1% | -0.7 | -9% | -12% | -6%
- O=C1CN2Cc3c(ccc(Cl)c3Cl)N=C2N1
  4% | -8% | 5 | · | 0.6 | -3% | -11% | 2%
- OC(CNCc1ccco1)COc1ccccc1 (stereo not drawn)
  -31% | 11% | 4 | 1% | 0.0 | -11% | -6% | 10%
- Cn1c(=O)c2[nH]c(N=NN3CCCCC3)nc2n(C)c1=O
  -4% | -2% | 5 | · | -1.4 | -1% | -3% | -14%
- O=C(Nc1cccnc1)c1cccnc1Cl
  6% | 6% | 7 | -1% | 0.4 | 13% | -5% | -1%
- CCCNC(=O)c1cc(-c2ccccc2)c(N2CCCCC2)s1
  -1% | -1% | 3 | -1% | 0.4 | -1% | -9% | 15%
- COCCNC(=O)/C(C#N)=C/c1ccc(C(=O)O)cc1
  7% | 8% | -15 | 1% | -1.5 | 10% | -9% | -6%
- Cc1cccc(OC(C)C(=O)Nc2ccc3c(c2)OCCO3)c1 (stereo not drawn)
  -9% | 5% | ? | · | 0.6 | -8% | ? | -7%
- COCCCN1C(=O)C(=O)/C(=C(/O)c2ccc(S(=O)(=O)N3CCCCC3)cc2)C1c1ccc(O)cc1 (stereo not drawn)
  6% | -6% | -3 | 3% | 2.4 | -9% | 2% | 7%
- COc1ccc(NC(=O)c2cc(C3CCCCN3C(=O)c3ccccc3)on2)c(C)c1 (stereo not drawn)
  -5% | 8% | 0 | · | 0.0 | 0% | -1% | -17%
- O=[N+]([O-])c1ccc(N2CCN(c3ccccc3)CC2)cc1
  10% | 0% | -1 | -3% | 3.0 | 5% | 3% | 13%
- COc1ccccc1CNC(=O)CCC1N=C2c3ccccc3N=C(SCC(=O)NCC3CCCO3)N2C1=O (stereo not drawn)
  6% | 3% | -3 | -1% | 0.7 | 0% | -7% | 5%
- Clc1ccc(C2=NOC(c3nnc(-c4ccccc4)o3)C2)cc1 (stereo not drawn)
  6% | -15% | -4 | -3% | -1.7 | -16% | 2% | 23%
- COc1ccc(CCNS(=O)(=O)c2c(N)n(C)c(=O)n(C)c2=O)cc1OC
  -4% | -4% | -1 | 0% | -1.9 | 0% | -9% | -19%
- Cc1ccc(-c2cc(C(=O)N/N=C/C=C/c3ccccc3)n[nH]2)o1
  -6% | 2% | ? | 1% | -2.3 | -3% | -14% | -4%
- CCC(C)[C@H](NC(=O)[C@H](Cc1ccccc1)n1c(=O)[nH]c2ccccc2c1=O)C(=O)NCC1CCC(C(=O)O)CC1 (stereo partly drawn)
  0% | -5% | 0 | 0% | -2.5 | -6% | -6% | -5%
- COc1ccc(CCNC(=O)CS(=O)(=O)c2cn(CC(=O)N(C(C)C)C(C)C)c3ccccc23)cc1OC
  -11% | 22% | -3 | 6% | -2.4 | 0% | -2% | 11%
- CCOC(=O)c1ccc(NC(=O)CSc2nnc(C3CCCCC3)n2C)cc1
  -3% | -18% | 4 | 1% | 0.2 | 3% | -16% | -3%
- O=C(Nc1c2c(nn1-c1ccc(F)cc1)CS(=O)C2)c1ccco1 (stereo not drawn)
  9% | 6% | 2 | 1% | -0.5 | -23% | 1% | -13%
- CCN(CC(=O)N1CCCCC1)S(=O)(=O)c1ccccc1
  0% | -6% | 0 | 0% | 0.2 | 4% | 2% | -5%
- COCCNC(=O)c1ccccc1-c1ccccc1C(=O)O
  0% | -4% | -6 | 1% | -2.2 | 8% | -9% | -9%
- O=C1N/C(=N\N=C\c2cccs2)SC1Cc1cccc(Cl)c1 (stereo not drawn)
  1% | 21% | 55 | -1% | 2.4 | -6% | 2% | 4%
- Nc1cc(OC(=O)c2c(F)cccc2Cl)nn1S(=O)(=O)c1ccccc1
  12% | -15% | 13 | -4% | 0.8 | -2% | -14% | -18%
- CN(C)c1nc(N)nc(-c2cccnc2)n1
  -20% | -3% | 1 | -2% | -2.3 | 7% | -5% | -5%
- C1=C(CCNc2ncnc3c2cnn3-c2ccccc2)CCCC1
  -19% | -11% | · | 0% | -2.6 | -4% | 3.4µM* | -13%
- CC(=O)Nc1ccc(OCC(O)Cn2ccnc2C)cc1 (stereo not drawn)
  4% | -1% | 5 | 1% | -2.1 | 9% | ? | -5%
- Cc1cccc(NC(=O)CN(C)S(=O)(=O)c2cccc3cccnc23)c1C
  0% | -1% | 4 | 0% | -0.3 | 2% | -8% | -12%
- COc1cc(CN2CCCN(C)CC2)c([N+](=O)[O-])cc1OC
  7% | 17% | 5 | -7% | 1.2 | 1% | -16% | 14%
- O=[N+]([O-])c1nn(-c2ccc3c(c2)OCCO3)n(O)c1=NCc1ccc(F)cc1
  -25% | -6% | 1 | -2% | -3.2 | 10% | -20% | ?
- COc1ccc(NC(C)=O)cc1NC(=O)c1c(C)noc1C
  0% | 3% | -1 | · | -0.3 | -4% | 3% | 14%
- Cc1cc(C)c(OCC(=O)OCC(=O)NC2CCC(C)CC2)c(C)c1 (stereo not drawn)
  2% | 9% | -3 | 0% | -0.6 | -19% | 0% | -9%
- COc1cccc(OC(=O)CSc2nnc(-c3ccccc3Br)o2)c1
  -3% | 3% | 2 | -6% | 0.1 | 0% | -19% | -18%
